Mtb RmlCD inh: inhibitors of Mycobacterium tuberculosis RmlC and RmlD coupled enzymes | P9WH09+P9WH11 | inhibition, % at 3.6 µM | RmlC+RmlD coupled enzyme assay, percent inhibition; primary screen in compound mixtures | AID 1533 | actives 0.03% (n = 160,000); in the data active means inhibition mostly above about 34%, no sharp cut-off; inconclusive means no clear call, values can overlap the other calls; inactive means mostly below about 22%; further: some results filed as inactive read as strong as hits
Target sequence (P9WH09 whole entry, looked up): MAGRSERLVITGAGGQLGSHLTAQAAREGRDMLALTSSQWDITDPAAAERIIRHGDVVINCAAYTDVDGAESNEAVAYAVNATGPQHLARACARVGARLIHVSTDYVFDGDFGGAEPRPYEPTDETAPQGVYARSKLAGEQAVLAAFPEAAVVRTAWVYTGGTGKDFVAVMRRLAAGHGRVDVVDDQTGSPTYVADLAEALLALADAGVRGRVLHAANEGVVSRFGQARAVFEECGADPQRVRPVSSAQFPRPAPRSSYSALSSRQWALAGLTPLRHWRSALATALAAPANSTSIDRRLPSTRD
Target sequence (P9WH11 whole entry, looked up): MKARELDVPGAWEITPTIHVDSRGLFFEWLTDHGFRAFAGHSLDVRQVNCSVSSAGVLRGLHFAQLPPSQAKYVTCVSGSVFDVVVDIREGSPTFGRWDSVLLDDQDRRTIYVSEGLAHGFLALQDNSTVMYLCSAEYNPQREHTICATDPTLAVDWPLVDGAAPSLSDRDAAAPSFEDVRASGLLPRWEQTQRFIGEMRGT
GlmU inhibition: inhibition of mycobacterial GlmU enzyme – biochemical, glucosamine-1-phosphate acetyltransferase (AID 1376); M. tuberculosis GlmU acetyltransferase enzyme assay; higher % means a stronger effect; inhibition, %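 (tested at 30 µM in the primary screen)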, or IC50 in µM where a hit was titrated; actives 0.25% (n = 220,000); in the data active means inhibition above about 13%; inconclusive means no clear call, values can overlap the other calls;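 further: 0% = complete reaction with vehicle and 100% = reaction without substrate; strong numbers were not always called active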
* hit, by the source's call; ? = inconclusive; / = no result given. A portion of the library (hit frequency here may not be typical).

Value order: GlmU inhibition	Mtb RmlCD inh
COC(=O)CN1C(=O)N/C(=C/c2ccc(OC)cc2)C1=O
  0.4%	-4
O=C(Cn1cnc2c(cnn2-c2ccc(F)cc2)c1=O)N1CCN(c2ccccc2F)CC1
  -0.5%	/
CC(C(=O)OCC(=O)Nc1cccc(S(=O)(=O)N2CCOCC2)c1)N1C(=O)c2ccccc2C1=O (stereo unspecified)
  -1.7%	8
Cc1ccc(N(CC(N)=O)C2SC(=O)N(Cc3ccccc3)C2=O)cc1 (stereo unspecified)
  4.2%	/
CCOC(=O)c1ccc(N=C2SC(C(=O)NC)CC(=O)N2Cc2ccc(F)cc2)cc1 (stereo unspecified)
  2.6%	-12
CCOC(=O)N/N=C/c1cccc(Cl)c1Cl
  1.9%	/
C/C(=N\NC(=O)c1c(Cl)c(C)nn1C)c1ccc(NC(=O)c2ccncc2)cc1
  1.6%	7
CCOc1ccccc1C=Nc1ccccc1C(=O)Nc1ccccc1
  -3.5%	-2
NC(=O)CC[C@@H]1NC(=O)C(Cc2ccc(O)cc2)NC(=O)c2cc([N+](=O)[O-])cc(F)c2NCCC[C@@H](C(N)=O)NC1=O (stereo partly specified)
  -0.5%	/
COC(=O)NCC12CC3CC(C1)CC(CNC(=O)OC)(C3)C2
  3.2%	4
COCCn1c(SCC(=O)N2CCC(C)CC2)nc2ccccc2c1=O
  -2.7%	3
Cn1cc([N+](=O)[O-])c(C(=O)n2cccn2)n1
  -4.9%	8
O=C(CN1CCN(Cc2ccccc2Cl)C1=O)NCc1ccccn1
  5.6%	9
Cc1cc(C)nc(SCc2nnc(SCC(=O)Nc3nc(-c4ccccc4)cs3)n2-c2ccccc2)n1
  2.8%	-6
O=[N+]([O-])c1cccnc1Oc1ccc(F)cc1F
  -0.5%	-14
CCCCCN1N=C(C)CC1=O
  -4.3%	-3
N/C(=N/[N+](=O)[O-])N1CCN(C(=O)c2ccc(Cl)cc2)CC1
  -4.2%	1
COc1ccc(/C(O)=C2\C(=O)C(=O)N(c3cc(C)on3)C2c2ccccc2OC)cc1 (stereo unspecified)
  9.9%	15
CS(=O)(=O)N(CC(=O)Nc1cc(Cl)ccc1Cl)c1ccccc1
  2.5%	-9
O=[N+]([O-])c1ccccc1N/N=C\c1ccccc1F
  2.5%	-15
COc1ccc(-c2ccc(CO)o2)cc1N
  -1.4%	/
CCOc1ccccc1N(CC(=O)NCc1ccccc1)C(=O)CCC(=O)Nc1cc(C)ccn1
  -3.1%	43
CCn1c(=NC(=O)C2COc3ccccc3O2)sc2c(C)ccc(OC)c21 (stereo unspecified)
  -0.4%	?
CC(=O)NC(CCS(C)(=O)=O)C(=O)Nc1ccc2c(c1)OCO2 (stereo unspecified)
  -2.9%	1
COc1ccc(C2c3ccc4ccccc4c3Oc3ncn(CCCO)c(=N)c32)cc1 (stereo unspecified)
  -5.0%	-6
COc1cc2c(cc1OC)C(C(=O)NC(C)C)C1CCCCN1C2=O (stereo unspecified)
  0.7%	-8
Cc1ccc(C(=O)Nc2ccccc2C(=O)N2CCCCCC2)cc1
  -0.6%	6
COc1ccc(/C=N/NC(=O)c2ccncc2)cc1Cn1nc([N+](=O)[O-])c(Br)c1C
  -2.1%	-4
CC(C)C(NS(=O)(=O)c1ccccc1)C(=O)OCc1cc([N+](=O)[O-])cc2c1OCOC2 (stereo unspecified)
  -7.3%	/
COc1ccccc1NC(=O)CSc1nnnn1-c1ccc(C)cc1
  3.0%	/

Arranged by SMILES length (lowest first): 3 of the compounds above.
Value order: GlmU inhibition	Mtb RmlCD inh
COC(=O)CN1C(=O)N/C(=C/c2ccc(OC)cc2)C1=O
  0.4%	-4
CS(=O)(=O)N(CC(=O)Nc1cc(Cl)ccc1Cl)c1ccccc1
  2.5%	-9
CC(=O)NC(CCS(C)(=O)=O)C(=O)Nc1ccc2c(c1)OCO2 (stereo unspecified)
  -2.9%	1

Six compounds drawn at random from those above, as already listed:
Value order: GlmU inhibition	Mtb RmlCD inh
CCOc1ccccc1N(CC(=O)NCc1ccccc1)C(=O)CCC(=O)Nc1cc(C)ccn1
  -3.1%	43
COc1ccc(/C(O)=C2\C(=O)C(=O)N(c3cc(C)on3)C2c2ccccc2OC)cc1 (stereo unspecified)
  9.9%	15
Cc1ccc(C(=O)Nc2ccccc2C(=O)N2CCCCCC2)cc1
  -0.6%	6
CS(=O)(=O)N(CC(=O)Nc1cc(Cl)ccc1Cl)c1ccccc1
  2.5%	-9
COc1cc2c(cc1OC)C(C(=O)NC(C)C)C1CCCCN1C2=O (stereo unspecified)
  0.7%	-8
N/C(=N/[N+](=O)[O-])N1CCN(C(=O)c2ccc(Cl)cc2)CC1
  -4.2%	1

(list continues)
Value order: GlmU inhibition	Mtb RmlCD inh
O=C(CSc1ncnc2scc(-c3ccccc3)c12)Nc1ccc(C(=O)O)cc1
  -1.7%	-1
O=C1C2C3C=CC(C3)C2C(=O)N1c1n[nH]c(-c2cccnc2)n1 (stereo unspecified)
  0.8%	-6
CC(=O)NS(=O)(=O)c1cccnc1Nc1ccc(Cl)cc1
  0.4%	9
C=CC[n+]1c(C)csc1Nc1ccc(C(=O)O)cc1
  -1.9%	-8
Cc1ccc(CNC(=O)c2cc(-c3ccccc3)nn2CC2CC(c3cccnc3)=NO2)cc1 (stereo unspecified)
  -4.5%	/
COc1cc(/C=N/n2nnnc2N)cc(OC)c1OC
  -4.8%	/
CCN(CC(=O)NC1CCS(=O)(=O)C1)C(=O)/C=C/c1cccs1 (stereo unspecified)
  -0.9%	13
CC(=O)N/N=C(\C)c1cccc(C(F)(F)F)c1
  5.2%	-9
COc1ccc(/C=N/NC(=O)c2ccc(NC(=O)c3cccc([N+](=O)[O-])c3)cc2)c(OC)c1
  1.4%	-11
O=C(Nc1ccc(CN2CCOCC2)cc1)c1ccccc1F
  7.7%	/
CC1CN(C(=O)COC(=O)c2c(Cl)cccc2Cl)CC(C)O1 (stereo unspecified)
  -5.0%	2
COc1ccc(C2=NO[C@@H]3C(=O)N(c4cccc(C)c4C)C(=O)[C@H]23)cc1OC
  -1.1%	/
Cc1cc(/C=C(\C#N)C(=O)NCc2cccs2)c(C)n1-c1ccc([N+](=O)[O-])cc1
  2.5%	/
O=C1CC(c2ccco2)CC2=C1C=Nc1ccccc1N2 (stereo unspecified)
  3.4%	13
Cc1cc(N=Cc2c(O)n(-c3cccc(Cl)c3)c(=O)c3ccccc23)no1
  4.9%	/
CC(=O)c1cccc(NC(=S)NC(=O)CC(C)(C)C)c1
  -0.2%	8
CC(=Nc1cccc(C)c1)c1sc2ccccc2c1O
  -2.3%	-6
Cc1ccc2nc(SCC(=O)Nc3cc(C(C)(C)C)nn3-c3ccccc3)[nH]c2c1
  -6.8%	-6
O=C(O)c1ccn(Cn2cnc3ccccc32)n1
  -3.1%	/
O=C(O)c1ccc2c(c1)N(Cc1ccccc1)C(=O)c1ccccc1S2
  -0.3%	15
O=C(NCc1cccc(Cl)c1)c1ccc2c(c1)SC1=NS(=O)(=O)CCN12
  -3.7%	-5
CC(C)Cn1c(N)c(C(=O)NCCN2CCOCC2)c2nc3ccccc3nc21
  -2.3%	9
Cc1ccc(C)c(NC(=O)c2nc(Cl)ccc2Cl)c1
  2.8%	-13
OCc1ccccc1NC(=S)Nc1cccnc1
  -0.5%	/
COc1ccc(C(=O)NCC2OCCc3ccccc32)cc1 (stereo unspecified)
  -1.4%	8
COC(=O)C1=C(C(=O)OC)C(c2cc([N+](=O)[O-])ccc2O)c2sc(=O)[nH]c2S1 (stereo unspecified)
  -0.4%	11
O=C(CN1CCN(C(=O)C2COc3ccccc3O2)CC1)Nc1ccccc1 (stereo unspecified)
  -6.5%	9
CCOC(=O)C(=CNNc1cccc(Cl)c1)C(=O)OCC
  -5.4%	14
CCC(C(=O)NCc1ccco1)N(Cc1cccs1)C(=O)CNS(=O)(=O)c1ccccc1 (stereo unspecified)
  3.3%	/
CN(C)CCNC(=O)c1cccn(Cc2cc(C(F)(F)F)cc(C(F)(F)F)c2)c1=O
  -2.6%	/
COc1ccc(OC)c(N2C(=O)NC(=O)C(CCc3ccncc3)(CCc3ccncc3)C2=O)c1
  3.3%	/
CCOC(=O)c1cnc(SCC(=O)NCc2cccs2)nc1N
  3.7%	-6
COc1ccc(OC)c(S(=O)(=O)Nc2ccc(O)c(Sc3ncn[nH]3)c2)c1
  -2.1%	/
CCCNC(=O)NC(=O)CSc1cccc(C(F)(F)F)c1
  -3.1%	-5
Cc1ccc(S(=O)(=O)c2c(C)nn(C(C)(C)C)c2OC(=O)c2ccc(Br)o2)cc1
  -3.0%	11
Cc1nc(-c2cccnc2)sc1C(=O)Nc1ccc(Cl)cc1
  1.4%	/
Cc1noc(C)c1S(=O)(=O)N1CCCCC1
  -1.1%	-4
COc1ccc(/C=C/C(=O)Nc2c(C(=O)O)[nH]c3ccccc23)cc1OC
  3.1%	/
CCN(CC)S(=O)(=O)c1cccc(NC(=O)CSc2nnc(N)s2)c1
  -1.0%	-12
COc1cccc(-c2nn(C)c3sc(C(=O)N4CCN(c5ccccc5)CC4)cc23)c1
  -1.4%	-8
CN(C)CCCN(C(=O)c1ccco1)c1nc2ccc(Cl)cc2s1
  1.4%	/
COc1ccc(/C=N/n2cncn2)cc1Cn1nc(C)c([N+](=O)[O-])c1C
  1.8%	-4
Cc1[nH]c2ccccc2c1N=Nc1ccccc1C(=O)O
  9.9%	6
O=C(NCCN1CCCC1)c1ccc(Cn2c(=S)[nH]c3ccc(Br)cc3c2=O)cc1
  -1.1%	2
O=C1C(Cc2cccc([N+](=O)[O-])c2)SC(=Nc2ccccc2)N1c1ccccc1 (stereo unspecified)
  0.1%	-11

Single values from the list:
Result for CCOc1ccccc1C=Nc1ccccc1C(=O)Nc1ccccc1 in GlmU inhibition: -3.5%
Result for CC(C)Cn1c(N)c(C(=O)NCCN2CCOCC2)c2nc3ccccc3nc21 in Mtb RmlCD inh: 9
Result for COCCn1c(SCC(=O)N2CCC(C)CC2)nc2ccccc2c1=O in GlmU inhibition: -2.7%
Result for O=C(O)c1ccn(Cn2cnc3ccccc32)n1 in GlmU inhibition: -3.1%
Result for Cc1ccc2nc(SCC(=O)Nc3cc(C(C)(C)C)nn3-c3ccccc3)[nH]c2c1 in GlmU inhibition: -6.8%
Result for COc1ccc(/C(O)=C2\C(=O)C(=O)N(c3cc(C)on3)C2c2ccccc2OC)cc1 (stereo unspecified) in Mtb RmlCD inh: 15

The results go on:
Value order: GlmU inhibition	Mtb RmlCD inh
CCCN1CCN(C(=S)NCc2ccc(Cl)cc2)CC1
  6.3%	/
c1ccc(OCc2cc(-c3ccccc3)no2)cc1
  0.0%	-4
Cc1ccc(C2C(C#N)=C(N)Oc3n[nH]c(-c4cccnc4)c32)o1 (stereo unspecified)
  1.9%	2
CC(C)OCCCNC1=C(Cl)C(=O)c2ccccc2C1=O
  3.9%	31
OCC1(Cc2ccc(Cl)cc2)CCN(CC2CC=CCC2)CC1 (stereo unspecified)
  -8.7%	9
O=C(Nc1cccc([N+](=O)[O-])c1)c1cc2ccccc2cc1O
  5.3%	/
O=C(N/N=C/c1cccc([N+](=O)[O-])c1)c1ccncc1
  -0.7%	0
COc1ccc(C(=O)Nc2ccc(S(=O)(=O)Nc3cc(C)nc(C)n3)cc2)cc1OC
  6.8%	-6
CC(c1ccon1)N(C)Cc1cn(Cc2ccccc2)nc1-c1ccc2c(c1)OCO2 (stereo unspecified)
  -5.7%	11
O=C1CS/C(=C/C(=O)c2cccc(Cl)c2)N1
  -7.5%	/
C[C@@H]1CCC[C@@]2(O[C@@H](CCO)C[C@H](O)[C@H]2O)O1
  -2.2%	/
Cc1c(CNCCCc2ccccc2)c(C(=O)O)c(C)n1Cc1ccccc1
  1.6%	0
c1ccc2c(SCc3cn4ccccc4n3)nncc2c1
  -4.5%	/
Clc1cccc(OCCN2CCOCC2)c1
  0.0%	0
Cc1cccc(-n2c(SCC(N)=O)nc3c(c2=O)C2(CCCC2)Cc2ccccc2-3)c1
  -9.2%	9
COc1ccc(S(=O)(=O)N[C@H](C(=O)O)C(C)C)cc1
  0.5%	5
O=c1c2oc3ccccc3c2ncn1Cc1ccc(Cl)cc1
  -0.4%	-15
N#Cc1nc(COc2ccc(F)cc2)oc1N1CCC(Cc2ccccc2)CC1
  /	6
COc1cc(N(C)C)c(NC(C)=O)cc1C(=O)O
  1.3%	5
CCOc1ccc(NC(=O)c2nnn(CC(=O)Nc3ccccc3OCC)c2N)cc1
  -1.5%	8
Cc1nc(C)c(C(=O)C2=C(O)C(=O)N(CCN(C)C)C2c2ccccc2)s1 (stereo unspecified)
  -2.9%	/
O=C(Nc1nc2ccccc2s1)c1cccc(S(=O)(=O)N2CCc3ccccc32)c1
  -1.5%	/
Cc1cc(F)ccc1S(=O)(=O)Nc1ccccc1C(=O)NCc1cccnc1
  2.0%	24
CCOc1ccc(NC(=O)CC(c2ccccc2)c2ccc(F)cc2)cc1 (stereo unspecified)
  2.0%	-7
Cc1cc(C)cc(N(C(=O)CNC(=O)c2cccs2)C(C(=O)NC2CCCC2)c2cccnc2)c1 (stereo unspecified)
  1.4%	/
CCN(CC)c1ccc(NC(=O)c2cccnc2)cc1
  -4.6%	-3
C[C@]12CCC(=O)C=C1CC[C@@H]1[C@@H]2C(=O)C[C@@]2(C)[C@H]1CC[C@]2(O)C(=O)CO
  3.4%	/
O=C1OCCN1c1c(-c2ccccc2)c(N2CCOCC2)nc2ccccc12
  -2.7%	/
COc1ccc(-c2[nH]ncc2CN(C)Cc2cccnc2)c(OC)c1
  2.3%	5
CC(O)Cc1cn([C@@H](CCCCN)C(=O)N2CCNCC2)nn1 (stereo partly specified)
  -1.7%	/
COc1ccc(CSCC(=O)N/N=C/c2ccc(OCC(=O)NCc3ccco3)cc2)cc1
  2.1%	-9
CC(=O)NC1=NN(C(C)=O)C(C)(c2ccc(C)o2)S1 (stereo unspecified)
  -0.9%	9
COc1ccccc1NC(=S)N1CCC(NC(=O)c2ccco2)CC1
  9.2%	-5
O=C(NCc1cccnc1)c1ccc([N+](=O)[O-])cc1
  1.5%	-3

Compound activity from PubChem.
